ADAM17 inh = ADAM17 inhibition, QFRET primary screen; recombinant ADAM17, EDANS/DABCYL FRET peptide cleavage; inhibition, % at 6.95 µM; 370,000 tested, 0.83% active;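 active = inhibition above the mean of compounds lying between control limits plus 3 SD, set per campaign, cut at about 8.5% in these data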;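 note: 0% = DMSO-only wells as the low control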
Tn6 DDE FP = disrupts Tn6 cyclic peptide binding to fibrin D-Dimer-E complex; P02675; Fibrin DD(E) TRITC-Tn6 fluorescence polarization displacement; inhibition, % at 8.3 µM; 370,000 tested, 0.21% active; AID 720509;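 active = inhibition above a per-campaign cutoff: mean of compounds within control limits plus 3 SD, cut at about 15% in these data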;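 note: 0% = median of all compound wells on the plate and 100% = blocking peptide control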
ASAP1 inh = inhibitors of human ASAP1 ArfGAP activity. Q9ULH1. ASAP1-stimulated ARF1 GTP hydrolysis, GDP FP detection. inhibition, % at 16.5 µM. 360,000 tested, 0.19% active. AID 624377; in the data active = inhibition above about 25%;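 note: 0% = vehicle with enzyme and substrate and 100% = no enzyme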
Tn7 DDE FP = DD(E)-Tn7 binding inhibition, primary FP screen | 370,000 tested, 0.13% active | FP displacement of FITC-Tn7 peptide from fibrin DD(E); 0% = median of compound wells per plate | AID 720508 | inhibition, % at 8.3 µM | P02675;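 active = inhibition above the mean of compounds falling within the control limits plus 3 SD of them, cut at about 14% in these data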;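 note: 0% = plate median of compound wells and 100% = 10 µM Aha-Tn7 peptide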
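Assay system: Human clot-derived fibrin DD(E) complex | Buffer or medium: Tris/NaCl/CaCl2 buffer, pH 7.8 | Repeats: One replicate per compound | Benchmarks: Aha-Tn7 high control | Measure: % inhibition scaled between sample-field median and high-control FP | Schedule: 10 min plus 3 h, room temperature | Signal: Fluorescence polarization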
KLK7 zymogen act = proKLK7 (human) activation, primary screen | 370,000 tested, 0.9% active | activation, % at 7 µM | P49862 | AID 652039 | purified proKLK7, EDANS-DABCYL substrate fluorescence; 100% is mature enzyme control, 0% vehicle;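 active = activation above the mean of all tested compounds plus 3 SD, computed per campaign excluding outliers beyond control limits, cut at about 13% in these data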
Target sequence (P49862 whole entry, looked up): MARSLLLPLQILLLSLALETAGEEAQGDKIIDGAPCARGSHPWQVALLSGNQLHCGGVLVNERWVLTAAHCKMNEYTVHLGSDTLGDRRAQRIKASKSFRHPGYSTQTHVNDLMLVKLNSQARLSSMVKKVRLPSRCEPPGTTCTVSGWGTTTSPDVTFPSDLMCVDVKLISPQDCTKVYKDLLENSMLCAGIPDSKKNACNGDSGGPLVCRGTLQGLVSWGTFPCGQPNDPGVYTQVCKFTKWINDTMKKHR
ADAM10 inh = ADAM10 inhibition, QFRET primary screen | O14672 | recombinant ADAM10, EDANS/DABCYL FRET peptide cleavage, 3 h | inhibition, % at 7 µM | 370,000 tested, 0.62% active | AID 720582;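 active = inhibition above a per-campaign cutoff equal to the mean of compounds falling between control-based bounds plus 3 SD, cut at about 20% in these data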;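 note: 0% = DMSO wells while the 100% control is not disclosed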
ARFGAP1 inh = inhibitors of rat ARFGAP1; AID 651572; 360,000 tested, 0.26% active; Arfgap1-stimulated ARF1 GTP hydrolysis, GDP FP detection; inhibition, % at 16.5 µM; Q62848;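 active = inhibition above a per-plate limit, mean inhibition of low control wells plus 3 SD, cut at about 25% in these data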;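 note: 0% = DMSO wells with enzyme and 100% = wells lacking Arfgap1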
Target sequence (Q62848 1-136 limits assumed): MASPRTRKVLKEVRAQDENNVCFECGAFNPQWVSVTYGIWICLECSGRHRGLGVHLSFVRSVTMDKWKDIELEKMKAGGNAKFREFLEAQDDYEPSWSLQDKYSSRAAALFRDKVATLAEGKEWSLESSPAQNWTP
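Replicates: Single well per compound | Assay system: Truncated rat Arfgap1 GAP domain | Control set: No-Arfgap1 wells (100%) versus DMSO full-reaction wells (0%) | Times: Enzyme reaction 120 min at 25 °C after 20 min preincubation | Reagent: Human ARF1(Δ1-17)-GTP substrate | Measured by: Tracer-displacement fluorescence polarization with EDTA stop, 620/688 nm | Measure: Percent inhibition of Arfgap1-stimulated GTP hydrolysis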
LEDGF integ inh = blocks HIV-1 LEDGF/p75-dependent DNA integration; TR-FRET IN-LEDGF/p75 DNA integration, Eu/Cy5; inhibition, % at 3.7 µM; 370,000 tested, 0.64% active;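 active = inhibition above the screen-wide mean plus 3 SD, cut at about 13% in these data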;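 note: signal is the Cy5 over europium emission ratio at 671 and 618 nm; 0% = plate median of compound wells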
PLCg1 inh = PLC-gamma1 (human) inhibition, primary screen | purified PLC-gamma1, fluorogenic substrate, fluorescence | AID 720700 | inhibition, % at 12.2 µM | 370,000 tested, 0.84% active | P19174; in the data active = inhibition above about 9.5%
TDP2 inh = blocks human TDP2 phosphodiesterase activity; O95551; recombinant TDP2, T5PNP hydrolysis, p-nitrophenol absorbance 415 nm; inhibition, % at 12.8 µM; 370,000 tested, 0.34% active; AID 720702;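 active = inhibition above the mean of all tested compounds plus 3 SD, set per campaign, cut at about 25% in these data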;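 note: 0% = DMSO with enzyme and 100% = buffer with substrate but no TDP2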
Target sequence (O95551 whole entry, looked up): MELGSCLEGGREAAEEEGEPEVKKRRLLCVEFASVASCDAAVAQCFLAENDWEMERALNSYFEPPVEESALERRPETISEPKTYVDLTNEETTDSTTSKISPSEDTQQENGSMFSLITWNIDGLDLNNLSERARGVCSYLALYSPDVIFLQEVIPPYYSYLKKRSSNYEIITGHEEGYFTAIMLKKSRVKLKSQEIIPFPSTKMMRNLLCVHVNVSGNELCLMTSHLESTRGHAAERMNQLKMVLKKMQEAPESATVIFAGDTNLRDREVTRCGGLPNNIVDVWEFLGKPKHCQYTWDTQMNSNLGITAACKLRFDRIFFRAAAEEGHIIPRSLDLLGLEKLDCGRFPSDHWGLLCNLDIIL
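Test system: human TDP2 enzyme; Input: 120 nM TDP2 per well; Buffer or medium: Mg2+-containing Tris-HCl buffer, pH 7.5; Reagent: 5 mM T5PNP; Dosing: 12.8 µM single point, 1% DMSO; Incubation: reaction 2 h, 37 °C; Detection: p-Nitrophenol epi absorbance; Read-out: % inhibition relative to enzyme-containing and enzyme-free wells; Replicates: single well per compound.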
Numbers without * were called inactive; x = no result given.

A first look (three entries):
LEDGF integ inh,KLK7 zymogen act,Tn6 DDE FP,ARFGAP1 inh,ASAP1 inh,ADAM10 inh,ADAM17 inh,TDP2 inh,PLCg1 inh,Tn7 DDE FP,Compound
1,0.6,3,8,0,3,3,-16,-1,3,CC1=NN(C(=O)c2cc(C)nn2C)C(O)(C(F)(F)F)C1 (configuration not stated)
0,0.4,-2,3,5,1,0,1,-3,3,COC(=O)Nc1ccc(S(=O)(=O)N2CCCC(C(=O)N3CCC(C)CC3)C2)cc1 (configuration not stated)
2,0.2,3,6,7,-10,-10,4,-2,3,CCCN1CCN(C(=O)CCn2c(=O)c3cccn3c3cccnc32)CC1

This part in full (from the top)
LEDGF integ inh,KLK7 zymogen act,Tn6 DDE FP,ARFGAP1 inh,ASAP1 inh,ADAM10 inh,ADAM17 inh,TDP2 inh,PLCg1 inh,Tn7 DDE FP,Compound
1,0.6,3,8,0,3,3,-16,-1,3,CC1=NN(C(=O)c2cc(C)nn2C)C(O)(C(F)(F)F)C1 (configuration not stated)
0,0.4,-2,3,5,1,0,1,-3,3,COC(=O)Nc1ccc(S(=O)(=O)N2CCCC(C(=O)N3CCC(C)CC3)C2)cc1 (configuration not stated)
2,0.2,3,6,7,-10,-10,4,-2,3,CCCN1CCN(C(=O)CCn2c(=O)c3cccn3c3cccnc32)CC1
-5,-0.2,6,-1,-6,-14,-5,-6,2,9,C[C@H](CO)N1C[C@H](C)[C@@H](CN(C)C)Oc2c(NS(=O)(=O)c3cn(C)cn3)cccc2C1=O
2,-0.2,10,-4,-8,2,0,-7,1,-5,O=C(NC1CCCCC1)C(c1ccccc1)N(Cc1ccco1)C(=O)c1csnn1 (configuration not stated)
-2,0.2,-8,7,12,-3,-2,0,-2,-11,O=C(OCc1ccc([N+](=O)[O-])cc1)C1CC(=O)N(Cc2ccccc2)C1 (configuration not stated)
2,-0.7,-4,10,4,3,1,3,3,-1,Cc1nc2c(C)cccc2cc1C(=O)N/N=C/c1cccc([N+](=O)[O-])c1
-2,1.5,7,4,2,-4,-12,2,-31,5,C=CCOc1ccc(/C=C2\SC(N)=NC2=O)cc1OC
-2,0.5,4,2,1,0,2,0,-5,-5,CCOC(=O)CC(=O)CSc1nc2c(C)c(C)ccc2cc1C
1,-0.3,11,10,-3,0,-2,2,-2,6,COc1ccc(CCC(=O)Nc2ccc(Cn3ccnc3)cc2)cc1

4 of the compounds above, as labelled records:
canonical_smiles: C[C@H](CO)N1C[C@H](C)[C@@H](CN(C)C)Oc2c(NS(=O)(=O)c3cn(C)cn3)cccc2C1=O
  LEDGF integ inh: -5	KLK7 zymogen act: -0.2	Tn6 DDE FP: 6	ARFGAP1 inh: -1	ASAP1 inh: -6	ADAM10 inh: -14	ADAM17 inh: -5	TDP2 inh: -6	PLCg1 inh: 2	Tn7 DDE FP: 9
canonical_smiles: O=C(NC1CCCCC1)C(c1ccccc1)N(Cc1ccco1)C(=O)c1csnn1 (configuration not stated)
  LEDGF integ inh: 2	KLK7 zymogen act: -0.2	Tn6 DDE FP: 10	ARFGAP1 inh: -4	ASAP1 inh: -8	ADAM10 inh: 2	ADAM17 inh: 0	TDP2 inh: -7	PLCg1 inh: 1	Tn7 DDE FP: -5
canonical_smiles: O=C(OCc1ccc([N+](=O)[O-])cc1)C1CC(=O)N(Cc2ccccc2)C1 (configuration not stated)
  LEDGF integ inh: -2	KLK7 zymogen act: 0.2	Tn6 DDE FP: -8	ARFGAP1 inh: 7	ASAP1 inh: 12	ADAM10 inh: -3	ADAM17 inh: -2	TDP2 inh: 0	PLCg1 inh: -2	Tn7 DDE FP: -11
canonical_smiles: Cc1nc2c(C)cccc2cc1C(=O)N/N=C/c1cccc([N+](=O)[O-])c1
  LEDGF integ inh: 2	KLK7 zymogen act: -0.7	Tn6 DDE FP: -4	ARFGAP1 inh: 10	ASAP1 inh: 4	ADAM10 inh: 3	ADAM17 inh: 1	TDP2 inh: 3	PLCg1 inh: 3	Tn7 DDE FP: -1

Carrying on.
LEDGF integ inh,KLK7 zymogen act,Tn6 DDE FP,ARFGAP1 inh,ASAP1 inh,ADAM10 inh,ADAM17 inh,TDP2 inh,PLCg1 inh,Tn7 DDE FP,Compound
4,-0.3,11,1,10,1,-3,-5,1,2,CCOc1ccc(NC(=S)Nc2cc(C)[nH]n2)cc1
3,0.4,-2,-9,4,0,-3,-6,6,-8,O=C(Nc1nn[nH]n1)c1cc(-c2ccc(Cl)c(Cl)c2Cl)nc2ccccc12
-3,-0.3,-3,4,8,-2,-3,-11,-1,0,COc1ccccc1NC(=O)CN(c1ccccc1F)S(C)(=O)=O
0,0.4,-7,11,1,15,6,2,7,-9,N#Cc1ccc(NC(=O)COC(=O)CCc2ccc(S(=O)(=O)N3CCCCC3)cc2)cc1
0,-0.2,0,-4,6,4,-2,8,0,8,COc1cc(/C=C/C(=O)O)ccc1OS(=O)(=O)c1cc(C)ccc1C
-1,0.0,8,-3,4,5,-1,-3,0,2,COC(=O)c1ccc(C2=NOC(C)(c3nnc(-c4cccc(Cl)c4)o3)C2)cc1 (configuration not stated)
-4,-0.7,9,-10,4,-6,-1,-5,1,-1,Cc1nnc(SCC(=O)Nc2cc(S(C)(=O)=O)ccc2Cl)n1Cc1ccccc1
-4,-0.2,1,-1,7,-5,-2,-11,2,2,CC(=O)CCC(=O)N1CCCC(N2CCN(c3cccc(Cl)c3)CC2)C1 (configuration not stated)
1,0.0,8,3,20,6,0,11,1,2,Cc1cc(/C(=N/O)C(C)(C)NO)ccc1Cl
-10,0.2,3,10,-6,2,1,-4,-2,-1,CCc1cc2ccccc2nc1Cl
-1,-0.8,-3,7,9,-5,6,-20,1,-9,O=C(Nc1ccc2c3c(cccc13)CC2)c1ccc(Br)o1
4,0.0,1,6,9,1,1,-9,-1,-2,CCC(NC(=O)CNC(=O)c1ccc2c(c1)OCO2)c1ccc(Br)cc1 (configuration not stated)
-3,-1.4,-7,1,3,-37,-15,13,-13,-5,Cc1ccc2nc(N3CCN(C(=O)c4ccccc4F)CC3)c(C#N)cc2c1
1,-0.7,3,6,8,7,-4,2,2,-3,O=C(/C=C/c1ccco1)Nc1ccc2c(c1)OCCO2
4,0.5,1,5,2,1,2,10,3,-5,O=C(NNc1c(Cl)cccc1Cl)c1sccc1Cl
2,-0.2,-1,7,-4,9,-4,1,-1,6,Cc1nn(S(=O)(=O)c2ccc([N+](=O)[O-])cc2)c(C)c1Sc1ccccc1
-4,0.2,-1,-6,0,0,-1,2,-2,0,COc1ccc(CN(C(=O)c2ccc(C)cc2)c2cccc(N)c2)cc1
3,0.2,2,3,-6,-1,0,11,2,1,O=C(CSc1ccc2nnc(CCNS(=O)(=O)c3ccccc3)n2n1)Nc1nc2ccccc2s1
-3,0.2,6,-8,1,-2,-6,-7,0,1,CC(C)CNC(=O)c1cccc(NC(=O)C2CCCO2)c1 (configuration not stated)
-1,0.4,-2,10,5,-2,1,10,0,-7,COc1ccccc1CC(=O)NCC(c1ccco1)N1CCCCC1 (configuration not stated)
-2,-0.7,1,4,-13,-3,-3,-5,-1,-1,Cc1cc(C)nc(/N=C2\NC(=O)CC(C(=O)O)N2c2ccc(Cl)cc2Cl)n1 (configuration not stated)
1,-0.1,6,-10,1,0,0,-1,2,-2,CCn1c2ccccc2c2nnc(SCC(=O)Nc3cc(C)on3)nc21
-1,2.0,-3,-1,1,-1,1,17,-37,-7,CC(=O)C1=C(O)C(=O)N(c2ccc(O)cc2)C1c1cccc(F)c1 (configuration not stated)
0,0.5,0,5,-7,10,0,-5,1,2,COC(=O)C(C)(N)Cc1ccc(O)cc1 (configuration not stated)
0,-0.6,2,8,-7,5,-15,4,-1,-1,CC(C(=O)N1CCOCC1)n1cc([N+](=O)[O-])cn1 (configuration not stated)
-2,0.1,-1,1,5,0,-5,-8,-3,3,O=C(CN1CCN(S(=O)(=O)c2ccccc2F)CC1)NC1CCCC1
1,-0.1,5,7,-5,1,-2,16,2,0,CCn1cc(S(=O)(=O)NCc2ccccc2Br)cn1
1,-0.1,-3,-2,4,-2,-3,3,-1,3,Cc1ccc(NC(=S)N2CCCC(c3nc4ccccc4[nH]3)C2)cc1 (configuration not stated)
1,0.5,-2,7,2,0,-3,8,0,1,O=C(Cc1cccc(NC(=O)C2CCN(C(=O)c3ccccc3)CC2)c1)Nc1cccc(C(=O)N2CCCCC2)c1
-7,0.3,-8,-4,-6,2,-17,-10,-1,-2,CCCCN1C(=O)/C(=C(/C#N)C(=O)N2CCCC2)c2ccccc21
1,-0.4,0,-1,11,-9,-1,2,0,-1,O=C(NC1CCS(=O)(=O)C1)c1ccc(N2CCCCC2)c([N+](=O)[O-])c1 (configuration not stated)
-1,0.7,-6,6,5,9,1,-10,-1,0,COc1cc(Cl)ccc1OCc1cc(C(=O)N2C[C@@H]3CCC[C@H]2C3)no1
-4,-0.3,-9,15,2,-9,-5,8,1,1,COc1ccc(/C=N/NC(=O)COc2cccc3cccnc23)cc1OC
4,-0.3,-1,3,3,-44,-16,1,-2,0,Cc1ccc(C)c2[nH]c(=O)c(CN(CCCN(C)C)C(=O)NCc3ccccc3)cc12
-3,0.7,-3,7,-5,-2,-4,5,2,-9,O=C(c1ccc(N2CCCCS2(=O)=O)cc1)N1CCN(c2ccccc2F)CC1
-3,1.0,8,2,-12,-63,-26,6,-105,1,O=C(O)c1ccc2c(=O)n3c(nc2c1)/C(=C/c1cccc(Cl)c1Cl)CC3
-6,0.5,-5,x,x,-14,-9,-3,2,7,CN(Cc1ccccc1)C(=O)OCc1cn(Cc2cccc(Cl)c2)nn1
-4,-0.7,1,4,4,-18,-1,-8,-1,0,CC(Oc1ccc(C(C)(C)C)cc1)C(=O)NCC(c1ccco1)N1CCCC1 (configuration not stated)
-2,0.1,4,-1,-6,-4,-3,11,-3,-9,Nn1c(SCc2ccc(C(=O)O)cc2)nnc1-c1ccc(Cl)cc1Cl
-1,-0.5,3,3,2,-30,-15,-7,-37,1,COC(=O)CCc1sc(NC2CCCCC2)nc1-c1ccc(OC)cc1
34*,0.1,4,-8,11,-3,-1,4,-1,7,O=C(CNC(=O)/C=C/c1ccco1)N=Nc1c(O)[nH]c2ccccc12
0,0.1,-3,-11,8,-3,-3,3,-1,-6,O=C(Cn1c(=O)oc2ccccc21)N1CCN(c2ccccc2)CC1
9,1.3,-3,3,-3,-19,-8,-13,-2,0,Cc1nc2ccccn2c1-c1ccnn1S(=O)(=O)c1ccc(F)cc1

Screening results as filed in PubChem BioAssay.
